Screening data as filed in PubChem BioAssay.
PABP1 MLLE inh = inhibitors of PABP1 MLLE–PAM2 peptide binding, primary screen, biochemical, fluorescence polarization, FITC-PAM2, GST-MLLE | Polyadenylate-binding protein 1 (Homo sapiens), P11940 | inhibition, % at 20 µM | 0.36% of 360,000 active; in the data active means inhibition above about 35%, passing the limit was not always enough;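 further: plate controls were DMSO wells with GST-MLLE for no effect and wells lacking GST-MLLE protein for full effect; some results filed as inactive read as strong as hits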
FAS-TE inh = FAS thioesterase domain inhibitors, primary screen, biochemical, fluorescence intensity, uHTS. recombinant FAS-TE, OMFH fluorogenic substrate, fluorescence endpoint. inhibition, % at 15 µM. AID 602261, 2012. 0.67% of 360,000 active. Fatty acid synthase (Homo sapiens), P49327;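 active means compounds whose normalised, plate-corrected inhibition of enzyme fluorescence in the single-dose primary screen is 50% or more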;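 further: 0% = DMSO with enzyme and 100% = substrate without enzyme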
TbMetRS inhib = T. brucei MetRS inhibitors, primary screen, biochemical, luminescence; methionyl-tRNA synthetase (Trypanosoma brucei brucei); purified T. brucei MetRS, ATP depletion, Kinase-Glo luminescence; inhibition, % at 11.9 µM; 0.4% of 360,000 active;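 active means inhibition above a per-plate cutoff of the control wells' mean inhibition plus 3 SD, cut at about 5.5% in these data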;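 further: 0% = DMSO wells median and 100% = median of wells with control inhibitor compound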
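System: purified T. brucei MetRS enzyme / Detection: Kinase-Glo luciferase luminescence reporting remaining unconsumed ATP / Medium: HEPES buffer with MgCl2, KCl, DTT, spermine, BSA, pyrophosphatase / Replication: singlicate, one well per compound / Evaluation: percent inhibition relative to median high and low control wells / Schedule: 2 h aminoacylation at 25 °C after 15 min preincubation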
MsrA act = bovine MsrA enzyme activators, primary screen, biochemical, absorbance, HTS. Methionine sulfoxide reductase A (Bos taurus). purified bovine MsrA, absorbance read-out. activation, % at 10.6 µM. 0.3% of 360,000 active; in the data active means activation above about 7.5%;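 further: 0% = vehicle and 100% = reference activator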
Neddylation inh = inhibitors of cullin neddylation, primary screen, biochemical, TR-FRET, uHTS, NAE and Ubc12; calls only at 25 µM; 0.58% of 360,000 active; AID 651699, 2012; in the data active means inhibition above about 36%
CSN inh = inhibitors of CSN-mediated cullin deneddylation, primary screen, biochemical, fluorescence polarization, uHTS; Purified CSN, SCF-Nedd8-OG deneddylation; inhibition, % at 12.5 µM; 0.38% of 360,000 active; AID 651999, 2013;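 active means pattern-corrected inhibition above about 35%, with an unprinted fluorescence ratio check between 0.5 and 1.5, limit read from the data, passing the limit was not always enough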;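 further: 0% = enzyme with substrate and 100% = substrate without enzyme; some results filed as inactive read as strong as hits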
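Assay system: Purified human Csn5 enzyme expressed in HEK293T cells | Amount: Enzyme 0.24 nM | Measured by: Fluorescence polarization readout | Medium: Tris/NaCl/DTT buffer, pH 7.5 | Compound dosing: One concentration, 12.5 µM, 0.25% DMSO | Times: 90 min incubation of compound, enzyme and substrate at room temperature | Control set: no-enzyme wells high, enzyme-with-substrate wells low | Read-out: % inhibition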
eLon inh = inhibitors of E. coli Lon protease, primary screen, biochemical, fluorescence polarization | purified E. coli Lon protease | inhibition, % at 7.94 µM | 0.42% of 360,000 active | AID 602123, 2011; in the data active means inhibition above about 13%, passing the limit was not always enough;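 further: 0% = enzyme with probe and DMSO and 100% = no enzyme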
MsrA inhibitor = bovine MsrA enzyme inhibitors, primary screen, biochemical, absorbance, HTS; purified bovine MsrA, absorbance read-out; 0.75% of 360,000 active; Methionine sulfoxide reductase A (Bos taurus); AID 651718, 2012; inhibition, % at 15.5 µM; in the data active means inhibition above about 4.5%;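 further: 0% = vehicle wells with enzyme and 100% = reference inhibitor wells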
Rin1-Abl PPI inh = inhibitors of Rin1-Abl protein binding, primary screen, biochemical, TR-FRET; 0.4% of 360,000 active; AID 588664, 2011; Tyrosine-protein kinase ABL1 (Homo sapiens) + Ras and Rab interactor 1 (Homo sapiens), …; inhibition, % at 7.35 µM; in the data active means inhibition above about 5%, passing the limit was not always enough
The depositor's hits bear a star; i = inactive; / = not tested or not shown.

SMILES	PABP1 MLLE inh	FAS-TE inh	TbMetRS inhib	MsrA act	Neddylation inh	CSN inh	eLon inh	MsrA inhibitor	Rin1-Abl PPI inh
COc1ccc(C(=O)NC(=S)N2CCN(C)CC2)cc1Br	3	-3	0.0	-3	i	0	-2	1.9	-2
CC1C(=O)NN=C1c1ccc([N+](=O)[O-])cc1 (centres undefined)	0	3	-0.6	-8	i	0	-3	3.0	-2
COC(=O)C1=C(C)NC2=C(C(=O)CC(C)(C)C2)C1c1cn(Cc2ccc(Br)cc2)nc1-c1ccccc1 (centres undefined)	-4	35	-0.7	-13	/	-2	7	/	4
CC(=O)c1cn(CC(=O)NCc2ccco2)c2ccccc12	-1	-8	-0.4	-3	i	3	3	-0.8	0
Cc1cc(C)nc(N/N=C/c2ccco2)n1	4	-8	-0.2	-3	i	2	1	3.9	-2
CCOC(=O)c1ccccc1NC(=O)c1cc2sccc2n1C	-10	25	-0.8	-5	i	3	-4	-0.5	-3
COc1cc(OC)cc(-c2noc([C@@H]3O[C@H](CO)[C@H](O)[C@H](O)[C@H]3O)n2)c1	-4	-3	0.3	-2	i	-3	-3	-0.9	-2
CCN(CC)S(=O)(=O)c1ccc2c(c1)nc(-c1ccccn1)n2C	-64	-5	0.0	-1	i	-2	5	-0.4	3
Cc1cccc(N=Cc2ccccc2O)c1C	10	0	0.1	-1	i	1	-3	-0.1	2
Cc1ccnc(Sc2ncccc2[N+](=O)[O-])n1	-11	-3	0.1	-2	i	1	-8	1.6	-4
Cc1cc(C)n2nc(SCC(=O)N(C)Cc3ccccc3)nc2n1	-12	-1	-0.3	-1	i	5	-4	-0.7	3
CCc1ccc(OCCOC(=O)Nc2ccccc2)cc1	-8	4	-0.8	-3	i	0	-4	-0.2	-1
O=C(O)c1ccc(O)cc1O	-7	-5	-0.2	-3	i	-2	8	1.3	0
CCn1c2ccccc2c2cc(NC(=O)CSc3nnc(-c4cccc(OC)c4)n3N)ccc21	-29	0	-0.1	-1	i	-1	0	1.4	-4
Cc1cc(C)n(-c2cc(Cl)cc(Cl)c2)c(=O)c1C#N	6	-4	0.6	-3	i	1	-4	1.0	8.3*
COc1cccc(OC)c1C(=O)N1CCN(S(=O)(=O)c2ccccc2)CC1	7	-3	-1.2	-4	i	2	-5	-0.1	-2
CCOc1ccc(NC(=O)CC2C(=O)N(C)C(=S)N2Cc2ccco2)cc1 (centres undefined)	9	-6	-0.7	-5	i	2	-3	-0.2	0
CCc1ccc(CN2CCC(Oc3cc(C(=O)NC4CC4)ccc3OC)CC2)cc1	-13	-1	-0.2	-5	i	-6	1	1.3	-1
COC(C[C@@H]1O[C@H]1C(=O)COCc1ccccc1)OC	-5	-10	-0.4	-9	i	-1	-10	0.7	-1
CC(NC(=O)CNC(=S)N(Cc1ccccc1)Cc1cccnc1)c1ccccc1 (centres undefined)	-129	5	-1.4	-9	i	1	7	-0.3	-4
CCNC(=O)C1CCN(S(=O)(=O)c2ccc(F)cc2)CC1	-5	-4	-0.5	-2	i	4	1	1.3	3
CC(=O)C1=C(C)NC2=C(C(=O)CC(C)(C)C2)C1C (centres undefined)	-3	-2	0.2	-3	i	3	-1	0.6	2
COc1ccc(-c2nonc2NC(=O)c2ccco2)cc1OC	6	-10	0.7	-4	i	-1	-7	1.6	5
COc1ccc(C(=O)NCc2cc(C)nc3ccccc23)cc1	-11	-6	-0.7	-1	i	0	1	-1.6	-2
O=C(CN1CCCCC1)N1CCN(c2ccccc2)CC1	4	-1	0.0	-2	i	-2	-3	0.7	0

Overlap with the part before: five entries; new compounds follow.
SMILES	PABP1 MLLE inh	FAS-TE inh	TbMetRS inhib	MsrA act	Neddylation inh	CSN inh	eLon inh	MsrA inhibitor	Rin1-Abl PPI inh
CCNC(=O)C1CCN(S(=O)(=O)c2ccc(F)cc2)CC1	-5	-4	-0.5	-2	i	4	1	1.3	3
CC(=O)C1=C(C)NC2=C(C(=O)CC(C)(C)C2)C1C (centres undefined)	-3	-2	0.2	-3	i	3	-1	0.6	2
COc1ccc(-c2nonc2NC(=O)c2ccco2)cc1OC	6	-10	0.7	-4	i	-1	-7	1.6	5
COc1ccc(C(=O)NCc2cc(C)nc3ccccc23)cc1	-11	-6	-0.7	-1	i	0	1	-1.6	-2
O=C(CN1CCCCC1)N1CCN(c2ccccc2)CC1	4	-1	0.0	-2	i	-2	-3	0.7	0
Cn1c(CCNC(=O)c2ccccc2)nc2ccccc21	-8	-5	0.0	-4	i	-4	-4	3.1	-1
CC(C)N(Cc1nccn1C)C(=O)c1ccc2oc(Cc3ccccc3)nc2c1	-7	-2	0.3	-1	i	-2	5	0.8	1
CCCN(C)C1CN(Cc2cn(Cc3ccc(OC)cc3)nn2)S(=O)(=O)C1 (centres undefined)	/	-13	-1.1	-4	i	-5	-5	0.6	/
O=C(CCNC(=O)C1CCN(S(=O)(=O)c2ccccc2)CC1)Nc1cccc(C(F)(F)F)c1	15	18	-0.5	-2	i	-1	-9	-0.2	1
CCOc1ccccc1NC(=O)NNC(=O)c1ccc2ccccc2c1	-58	4	-0.1	-3	i	0	-1	0.2	1
COc1ccc(NC(=S)Nc2ccccc2OC)c(OC)c1	14	0	-0.1	0	i	-16	10	-0.6	0
CC(=O)Nc1ccc(NC=C(C#N)C#N)cc1	11	8	-0.3	-6	i	1	-6	4.2	-1
Cc1ccc(N2C(=O)C(Cl)=C(N3CCCCCC3)C2=O)cc1	10	25	-0.9	-4	i	4	1	-0.1	-1
CCN(CC)CCCN(C(=O)c1ccccc1C)c1nc(-c2ccc(OC)cc2)cs1	-3	2	-1.7	-3	i	-4	-1	0.0	-2
COc1ccc(Cl)cc1S(=O)(=O)n1nnc2ccccc21	-2	-6	-0.9	-13	i	-2	-10	2.3	-2
O=C(Cn1ccnc1[N+](=O)[O-])N(CCO)CCO	4	-8	0.1	2	i	2	-4	1.4	-5
Cc1cccc(-c2nn(-c3ccccc3)cc2C(=O)NCC(c2cccs2)N2CCOCC2)c1 (centres undefined)	-2	20	-0.4	-3	i	-3	-4	-0.1	-1
Cc1c(C)c(C)c(C(=O)c2ccc(NC(=O)c3ccccc3C(=O)O)cc2)c(C)c1C	-3	0	-1.1	-5	i	1	6	3.9	-1
CC(C)N(Cc1nc(-c2ccccc2)no1)C(=O)CN(C)S(=O)(=O)c1ccc(Br)cc1	11	27	0.1	-5	i	-5	3	0.6	0
COc1ccc(/C(=N\O)c2nccc3cc(OC)c(OC)cc23)cc1OC	8	-4	2.1	-4	i	-1	9	2.0	2
Cc1ccccc1NC(=O)Cc1nc(CSc2nnc(C3CCCCC3)n2N)cs1	-28	-3	-0.4	2	i	3	7	0.2	-4
Clc1ccc(-c2nnc3n2CCCC3)cc1	-1	-9	0.0	-3	i	-1	6	-0.7	0
COc1cc(OC)cc(-c2cn[nH]c2N)c1	0	-6	-0.7	-11	i	-1	5	0.5	0
CCOC(=O)c1cnc2ccccc2c1NCc1ccco1	-3	13	-0.7	-3	i	5	5	0.0	-1
N/C(=N\OC(=O)/C=C/c1ccccc1)c1ccncc1	-10	-1	-0.4	-4	i	4	6	0.0	-2
Cc1cc(Cl)c2oc(C(=O)N3CCN(c4ccncc4)CC3)c(C)c2c1	-2	-65	0.8	-6	i	5	4	-2.4	2
Fc1ccc(Cn2c(-c3cscn3)nc3ccccc32)c(Cl)c1	-3	-2	-0.6	-9	i	0	0	-0.8	-2
Cc1cc(C(=O)CCl)c(C)n1CC1COc2ccccc2O1 (centres undefined)	-21	9	-0.3	4	i	12	-4	0.4	0
CCc1nnc(SCc2ccc([N+](=O)[O-])cc2)nc1CC	-13	14	0.0	-3	i	-3	-2	1.6	3
Cc1ccc(-c2nc3cc(NC(=O)C(C)C)ccc3o2)cc1	17	-2	-1.4	-3	i	-3	-6	-0.9	-3

Other structures follow.
SMILES	PABP1 MLLE inh	FAS-TE inh	TbMetRS inhib	MsrA act	Neddylation inh	CSN inh	eLon inh	MsrA inhibitor	Rin1-Abl PPI inh
CC(=O)Nc1ccc2c(c1)nc(CN1CCCC1)n2C	-7	-7	-0.8	-2	i	-2	2	0.6	0
CCn1cc(CN2CCc3c([nH]c4ccccc34)C2c2cccc(OC)c2)c(C)n1 (centres undefined)	3	2	-0.2	-2	/	-9	-12	1.1	1
CCOc1ccc(NC(=O)Cn2nnc(C(=O)NCc3cccs3)c2N)cc1	-2	-7	-0.5	-1	i	-4	-11	0.8	2
COc1ccc(S(=O)(=O)N(C)CC(=O)NC2CC2)cc1OC	-6	-7	-0.2	-1	i	0	-4	-0.2	3
COc1ccccc1NC(=O)CSCc1cc(=O)n2c(C)csc2n1	9	-6	-0.1	-1	i	3	-11	1.7	1
CC(=O)c1cc(C)ccc1OC(=O)c1ccncc1	1	-4	-0.7	-5	i	-1	8	-0.5	-3
CCn1c(=O)c2sccc2n2c(CCCC(=O)NCCc3ccc(S(N)(=O)=O)cc3)nnc12	-4	-3	0.0	-2	i	4	-20	0.8	1
CC1CCN(c2ccc(NC(=O)c3ccc([N+](=O)[O-])o3)cc2)CC1	4	7	-0.3	0	i	3	-16	0.6	-1
COc1ccc(N(CC(=O)NC2CCCCC2)C(=O)c2snc(C(N)=O)c2N)cc1	16	10	0.0	-5	i	1	1	0.5	1
CC1([N+](=O)[O-])COC(c2cccc3ccccc23)OC1 (centres undefined)	13	0	0.3	-1	i	-3	6	0.0	3
CC(C)N(Cc1ccccc1)C(=O)COC(=O)c1ccccc1SCC(=O)N1CCCC1	-10	2	-0.4	1	i	-2	-9	-1.1	1
CCN(CC)CCCn1c(=S)[nH]c2ncccc2c1=O	-12	-9	-1.2	-9	i	2	-11	0.8	-3
Cc1ccccc1OCc1nc2ccccc2c(=O)n1NC(=O)c1ccco1	-28	-3	1.1	-10	i	0	-5	0.7	0
CCNc1nc(NCC)nc(N/N=C/c2ccccc2)n1	-5	-9	-0.3	-3	i	2	-2	0.0	1
O=C(CCn1c(=S)[nH]c2ccccc2c1=O)N1CCCCC1	-61	-4	-0.8	-2	i	0	2	0.3	2
Cc1ncc(CO)c(/C=N/NC(=O)c2cc(Br)ccc2O)c1O	-33	14	-0.1	1	i	12	-4	1.4	0
O=C1CC(c2ccccc2)n2nc(NC(=O)c3ccccc3)nc2N1 (centres undefined)	14	-3	0.1	-2	i	1	3	-0.7	-5
COc1ccccc1-c1nc2n(n1)C(c1cccs1)C(C(=O)Nc1cccnc1)=C(C)N2 (centres undefined)	-2	-10	-0.8	-4	i	-5	0	0.8	3
O=C(O)C1CCCCC1C(=O)NC(c1ccccc1)c1ccccc1 (centres undefined)	12	-5	-0.5	-1	i	-2	-4	1.4	-1
Cn1cnnc1SCC(=O)NC1CCCC1	2	-7	0.0	5	i	1	-1	0.6	3
O=C(C[n+]1cccc2ccccc21)c1ccc(NC(=O)c2ccccc2)cc1	-16	-2	0.3	-3	i	1	-11	0.7	2
